PREPL inhibitor – inhibitors of human prolyl oligopeptidase-like enzyme PREPL | AID 2751 | Q4J6C6 | 320,000 compounds, 0.68% hits | inhibition, % at 5.96 µM | recombinant PREPL, fluorescence polarization activity-based probe; in the data active = inhibition above about 43%;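 also: 0% = enzyme with DMSO and 100% = wells lacking enzyme; many of its hits are not listed in these tables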
Target sequence (Q4J6C6 whole entry, looked up): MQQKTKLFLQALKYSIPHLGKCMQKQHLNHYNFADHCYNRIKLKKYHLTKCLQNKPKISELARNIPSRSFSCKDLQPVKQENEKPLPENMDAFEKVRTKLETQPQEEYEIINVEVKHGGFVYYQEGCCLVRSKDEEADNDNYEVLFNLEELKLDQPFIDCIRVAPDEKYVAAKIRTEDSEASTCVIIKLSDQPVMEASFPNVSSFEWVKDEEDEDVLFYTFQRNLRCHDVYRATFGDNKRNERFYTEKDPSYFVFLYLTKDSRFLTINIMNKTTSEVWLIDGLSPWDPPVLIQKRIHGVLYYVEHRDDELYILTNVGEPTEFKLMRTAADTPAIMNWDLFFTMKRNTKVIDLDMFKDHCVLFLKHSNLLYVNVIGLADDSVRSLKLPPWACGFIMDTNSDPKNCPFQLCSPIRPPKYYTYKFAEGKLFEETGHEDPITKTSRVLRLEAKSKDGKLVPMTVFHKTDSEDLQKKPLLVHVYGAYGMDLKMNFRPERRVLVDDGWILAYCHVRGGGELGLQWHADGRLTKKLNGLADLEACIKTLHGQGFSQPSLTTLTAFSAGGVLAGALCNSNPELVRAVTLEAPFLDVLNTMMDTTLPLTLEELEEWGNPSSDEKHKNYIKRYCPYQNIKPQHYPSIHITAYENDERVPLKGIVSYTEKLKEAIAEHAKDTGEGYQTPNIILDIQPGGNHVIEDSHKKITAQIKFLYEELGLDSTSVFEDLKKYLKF
PAFAH1B3 FP inh – blocks human PAF acetylhydrolase 1B catalytic subunit 3. inhibition, % at 3.39 µM. Q15102. 340,000 compounds, 0.28% hits. recombinant PAFAH1B3, FP-rhodamine probe, fluorescence polarization;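 active = inhibition above the screen-wide average of all tested compounds plus 3 SD, cut at about 25% in these data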;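 also: 0% = enzyme with DMSO only and 100% = wells lacking PAFAH1B3 protein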
EBNA-1 inh – blocks EBNA-1 binding to DNA. EBNA-1 DNA binding, fluorescence polarization. inhibition, % at 14.8 µM. 300,000 compounds, 0.34% hits; in the data active = inhibition above about 28%
PAFAH2 FP inh – inhibitors of human PAFAH2. Q99487. recombinant PAFAH2, FP-rhodamine activity probe, fluorescence polarization. inhibition, % at 3.39 µM. 340,000 compounds, 0.99% hits. AID 492956;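 active = inhibition above the mean over all tested compounds plus 3 SD, cut at about 30% in these data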;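 also: inhibitors block probe labeling of enzyme so polarization drops; 0% = enzyme with DMSO and 100% = wells lacking PAFAH2 protein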
LYPLA1 inh – blocks human lysophospholipase 1, a PME1 counter-screen. O75608. 320,000 compounds, 0.16% hits. AID 2174. recombinant LYPLA1, FP-Rh probe fluorescence polarization. inhibition, % at 5.9 µM;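 active = inhibition above the mean of all tested compounds plus 3 SD, set per campaign, cut at about 14% in these data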;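 also: inhibitors block serine hydrolase probe labeling of LYPLA1 so polarization falls; 0% = enzyme with DMSO and 100% = wells lacking LYPLA1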
PAFAH1B2 FP inh – blocks human PAF acetylhydrolase 1b catalytic subunit 2 | P68402 | recombinant PAFAH1B2, FP-rhodamine activity probe, fluorescence polarization | inhibition, % at 3.39 µM | 340,000 compounds, 1.2% hits;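 active = inhibition above the mean of all tested compounds plus 3 SD, cut at about 24% in these data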;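 also: 0% = enzyme with DMSO and 100% = wells lacking PAFAH1B2; many of its hits are not listed in these tables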
ZTA counter – counter-screen for EBNA-1 inhibitors: inhibitors of Epstein-Barr virus ZTA | P03206 | ZTA-DNA binding, fluorescence polarization | inhibition, % at 11 µM | 320,000 compounds, 0.15% hits | AID 2234; in the data active = inhibition above about 33%
Target sequence (P03206 whole entry, looked up): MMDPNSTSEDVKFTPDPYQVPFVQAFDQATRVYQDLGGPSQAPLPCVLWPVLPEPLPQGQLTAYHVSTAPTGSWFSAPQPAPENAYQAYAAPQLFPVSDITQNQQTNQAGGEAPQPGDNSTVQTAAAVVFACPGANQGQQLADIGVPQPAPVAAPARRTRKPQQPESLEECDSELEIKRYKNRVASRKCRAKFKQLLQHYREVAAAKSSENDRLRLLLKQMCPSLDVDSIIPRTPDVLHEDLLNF
LYPLA2 inh – blocks human lysophospholipase 2, a PME1 counter-screen; O95372; recombinant LYPLA2, FP-Rh probe fluorescence polarization; inhibition, % at 5.9 µM; 320,000 compounds, 0.38% hits; AID 2177;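 active = inhibition above the screen-wide mean plus 3 SD, limit set per campaign, cut at about 26% in these data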;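 also: 0% = LYPLA2 with DMSO and 100% = wells lacking LYPLA2 enzyme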
pPAFAH inh – inhibitors of human plasma PAF acetylhydrolase (pPAFAH) | inhibition, % at 3.39 µM | Q13093 | AID 463082 | 330,000 compounds, 1.5% hits | recombinant pPAFAH, FP-rhodamine probe fluorescence polarization;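 active = inhibition above the mean inhibition across the screen plus 3 SD, cut at about 25% in these data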;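 also: inhibitors block binding of the rhodamine activity-based probe so polarization drops; 0% = enzyme with DMSO and 100% = wells lacking pPAFAH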
An asterisk follows results filed as active. An excerpt (hit frequency here may not be typical).

C=CCC[C@H](Cc1ccc(F)cc1)C(=O)OC[C@@H](Cc1c[nH]c2ccccc12)NC(=O)[C@@H](CC=C)CC(=O)NCCO was read as PREPL inhibitor 5, PAFAH1B3 FP inh -10, PAFAH2 FP inh 0, PAFAH1B2 FP inh 3 and pPAFAH inh 19.
For CCOC(=O)Cc1csc(NC(=O)/C=C/c2ccc(Br)o2)n1 the results were PREPL inhibitor -16, PAFAH1B3 FP inh -5, EBNA-1 inh -4, PAFAH2 FP inh -9, LYPLA1 inh -1, PAFAH1B2 FP inh 2, ZTA counter -3, LYPLA2 inh 1 and pPAFAH inh 3.
CCOc1ccccc1NC(=O)CNS(=O)(=O)c1ccc2nc(C)sc2c1 was read as PREPL inhibitor -1, PAFAH1B3 FP inh 1, EBNA-1 inh 10, PAFAH2 FP inh -1, LYPLA1 inh 2, PAFAH1B2 FP inh 5, ZTA counter 5, LYPLA2 inh 7 and pPAFAH inh 5.
Screening O=C(Cc1cccs1)Nc1nc(-c2cccnc2)cs1 returned PREPL inhibitor 3, PAFAH1B3 FP inh 7, EBNA-1 inh -15, PAFAH2 FP inh 3, LYPLA1 inh 2, PAFAH1B2 FP inh 5, ZTA counter -12, LYPLA2 inh -3 and pPAFAH inh 18.
For COc1ccc(C(=O)NCCNc2ccccc2[N+](=O)[O-])cc1 the results were PREPL inhibitor 1, PAFAH1B3 FP inh 9, EBNA-1 inh 2, PAFAH2 FP inh -1, LYPLA1 inh -4, PAFAH1B2 FP inh 0, ZTA counter -13, LYPLA2 inh 0 and pPAFAH inh 6.
Screening CCc1cc(C(N)=O)c(NC(=O)c2ccc(OC)cc2)s1 returned PREPL inhibitor 8, PAFAH1B3 FP inh 6, EBNA-1 inh -2, PAFAH2 FP inh 8, LYPLA1 inh -4, PAFAH1B2 FP inh 5, ZTA counter 8, LYPLA2 inh -1 and pPAFAH inh 4.
Screening CC(=O)NC(CC(=O)N(Cc1ccccc1)c1cccc(C)c1)c1ccccc1 (centres undefined) returned PREPL inhibitor 5, PAFAH1B3 FP inh 4, EBNA-1 inh -3, PAFAH2 FP inh 3, LYPLA1 inh -1, PAFAH1B2 FP inh 2, ZTA counter -12, LYPLA2 inh -4 and pPAFAH inh -4.
`COc1cc(/C=N/NC(=O)c2c(-c3ccccc3)noc2C)ccc1O` gave PREPL inhibitor 10, PAFAH1B3 FP inh 2, EBNA-1 inh -4, PAFAH2 FP inh 3, LYPLA1 inh 3, PAFAH1B2 FP inh 1, ZTA counter 0, LYPLA2 inh -5 and pPAFAH inh 1.
For COc1ccc(/C=C2\SC(=S)N(CCC(=O)Nc3ccccn3)C2=O)cc1OC the results were PREPL inhibitor 5, PAFAH1B3 FP inh 1, EBNA-1 inh 0, PAFAH2 FP inh -4, LYPLA1 inh -1, PAFAH1B2 FP inh -7, ZTA counter 5, LYPLA2 inh -2 and pPAFAH inh 2.
CC(C)(c1ccccc1)c1ccc(OCCN2CCOCC2)cc1 was read as PREPL inhibitor -4, PAFAH1B3 FP inh 4, EBNA-1 inh 3, PAFAH2 FP inh 3, LYPLA1 inh -4, PAFAH1B2 FP inh 17, ZTA counter -3, LYPLA2 inh -2 and pPAFAH inh 27*.
CCSc1nnc(NC(=O)Cc2cc(OC)c(OC)c(OC)c2)s1 was read as PREPL inhibitor 10, PAFAH1B3 FP inh 0, EBNA-1 inh 0, PAFAH2 FP inh 2, LYPLA1 inh 2, PAFAH1B2 FP inh -1, ZTA counter 0, LYPLA2 inh 6 and pPAFAH inh -3.
For Cc1ccc(C)c(OCC(=O)N/N=C\c2cccn2C)c1 the results were PREPL inhibitor 23, PAFAH1B3 FP inh 12, EBNA-1 inh -1, PAFAH2 FP inh 6, LYPLA1 inh -1, PAFAH1B2 FP inh -4, ZTA counter -20, LYPLA2 inh -2 and pPAFAH inh 0.
Screening C=CCNC(=O)Cn1nnc(-c2ccc(-c3ccc(OC)cc3)cc2)n1 returned PREPL inhibitor 2, PAFAH1B3 FP inh 0, EBNA-1 inh -5, PAFAH2 FP inh 4, LYPLA1 inh 4, PAFAH1B2 FP inh 1, ZTA counter -8, LYPLA2 inh 2 and pPAFAH inh -10.
Cc1cc(C(=O)CN2C(=O)C(=O)N(Cc3ccco3)C2=O)c(C)n1CCc1ccccc1 was read as PREPL inhibitor 1, PAFAH1B3 FP inh 7, PAFAH2 FP inh -2, LYPLA1 inh 2, PAFAH1B2 FP inh 11, ZTA counter 2, LYPLA2 inh 3 and pPAFAH inh 4.
Screening Cn1ccnc1C(=O)c1cc(=O)c2ccccc2o1 returned PREPL inhibitor -6, PAFAH1B3 FP inh 12, EBNA-1 inh -6, PAFAH2 FP inh 9, LYPLA1 inh -3, PAFAH1B2 FP inh 7, ZTA counter -1, LYPLA2 inh -5 and pPAFAH inh 1.
Cc1cc(C)c2c(c1)cc(C)c1nnc(SCC(=O)Nc3ccc(S(=O)(=O)N4CCCCC4)cc3)n12 was read as PREPL inhibitor 9, PAFAH1B3 FP inh 3, EBNA-1 inh -6, PAFAH2 FP inh 5, LYPLA1 inh 3, PAFAH1B2 FP inh 4, ZTA counter 0, LYPLA2 inh 1 and pPAFAH inh 0.
COc1ccc(CN(C)CC(=O)NC(=O)NCc2ccccc2)cc1OC was read as PREPL inhibitor -3, PAFAH1B3 FP inh 8, EBNA-1 inh -13, PAFAH2 FP inh -2, LYPLA1 inh -2, PAFAH1B2 FP inh 1, ZTA counter -6, LYPLA2 inh 5 and pPAFAH inh 3.
For CCOc1ccc(C(C#N)N2CCOCC2)cc1OC (centres undefined) the results were PREPL inhibitor 1, PAFAH1B3 FP inh 7, EBNA-1 inh 7, PAFAH2 FP inh 2, LYPLA1 inh 0, PAFAH1B2 FP inh 1, ZTA counter -3, LYPLA2 inh 1 and pPAFAH inh -2.
CN(C)C(=O)CCC(=O)N1CCCCC1C(=O)Nc1ccc(Oc2ccccc2F)cc1 (centres undefined) was read as PREPL inhibitor 12, PAFAH1B3 FP inh 4, EBNA-1 inh 2, PAFAH2 FP inh 3, LYPLA1 inh 0, PAFAH1B2 FP inh -1, ZTA counter -14, LYPLA2 inh 3 and pPAFAH inh 7.
`O=C(Nc1ccc2c(c1)OCCO2)C1CC(c2ccccc2Cl)=NO1` (centres undefined) gave PREPL inhibitor 1, PAFAH1B3 FP inh -2, EBNA-1 inh -4, PAFAH2 FP inh -2, LYPLA1 inh 5, PAFAH1B2 FP inh 5, ZTA counter -20, LYPLA2 inh 0 and pPAFAH inh 3.
NS(=O)(=O)c1ccc(CCNC(=O)c2cc3ccccc3oc2=O)cc1 was read as PREPL inhibitor -3, PAFAH1B3 FP inh 1, EBNA-1 inh -2, PAFAH2 FP inh 4, LYPLA1 inh 1, PAFAH1B2 FP inh 4, ZTA counter 5, LYPLA2 inh 7 and pPAFAH inh 5.
For CCCCOc1ccc(N2C(=O)CC(N(CCc3ccccc3)C(=O)/C=C/C(=O)O)C2=O)cc1 (centres undefined) the results were PREPL inhibitor -5, PAFAH1B3 FP inh 5, EBNA-1 inh 0, PAFAH2 FP inh -7, LYPLA1 inh -6, PAFAH1B2 FP inh 5, ZTA counter -7, LYPLA2 inh -14 and pPAFAH inh 4.
For COc1cccc(NC(=O)COC(=O)c2ccc(F)cc2F)c1 the results were PREPL inhibitor 7, PAFAH1B3 FP inh 2, EBNA-1 inh 4, PAFAH2 FP inh 73*, LYPLA1 inh -1, PAFAH1B2 FP inh 4, ZTA counter 4, LYPLA2 inh 3 and pPAFAH inh 21.
For Cc1oc2c(C)c(O)ccc2c(=O)c1N1C(=O)c2ccccc2C1=O the results were PREPL inhibitor 0, PAFAH1B3 FP inh 6, EBNA-1 inh -5, PAFAH2 FP inh -1, LYPLA1 inh -3, PAFAH1B2 FP inh -3, ZTA counter -14, LYPLA2 inh -2 and pPAFAH inh -3.
`O=C1NC(=S)S/C1=C1\Sc2ccccc2N1CCCS(=O)(=O)O` gave PREPL inhibitor -3, PAFAH1B3 FP inh 4, EBNA-1 inh 7, PAFAH2 FP inh 7, LYPLA1 inh -1, PAFAH1B2 FP inh 3, ZTA counter 18, LYPLA2 inh 2 and pPAFAH inh 15.
For CCCN(CCC)S(=O)(=O)c1ccc(C(=O)Nc2nc(-c3ccccc3)c(C(=O)OCC)s2)cc1 the results were PREPL inhibitor 14, PAFAH1B3 FP inh 2, EBNA-1 inh 0, PAFAH2 FP inh -7, LYPLA1 inh 2, PAFAH1B2 FP inh 1, ZTA counter -22, LYPLA2 inh 2 and pPAFAH inh 1.
CC(C)(C)n1ncc2c(=O)n(CC(=O)c3ccccc3)cnc21 was read as PREPL inhibitor 2, PAFAH1B3 FP inh -3, EBNA-1 inh 12, PAFAH2 FP inh 3, LYPLA1 inh -3, PAFAH1B2 FP inh 1, ZTA counter 7, LYPLA2 inh -5 and pPAFAH inh 5.
For CN(Cc1cccs1)S(=O)(=O)c1ccc(Cl)cc1F the results were PREPL inhibitor 7, PAFAH1B3 FP inh 1, PAFAH2 FP inh 7, LYPLA1 inh 1, PAFAH1B2 FP inh 4, ZTA counter -3, LYPLA2 inh 1 and pPAFAH inh -1.
For COc1ccc(-c2noc(CCC(=O)NCC3CCCO3)n2)cc1 (centres undefined) the results were PREPL inhibitor 2, PAFAH1B3 FP inh 1, EBNA-1 inh 7, PAFAH2 FP inh 1, LYPLA1 inh -2, PAFAH1B2 FP inh -2, ZTA counter 0, LYPLA2 inh -3 and pPAFAH inh 0.
`CCOC(=O)C1CCCN(CC(O)COC(c2ccccc2)c2ccccc2)C1` (centres undefined) gave PREPL inhibitor 2, PAFAH1B3 FP inh 4, EBNA-1 inh -5, PAFAH2 FP inh 13, LYPLA1 inh 5, PAFAH1B2 FP inh 0, ZTA counter -21, LYPLA2 inh 4 and pPAFAH inh 3.
CCCCC1(CCCC)NC(=S)N(Nc2ccc(C)cc2)C1=O was read as PREPL inhibitor 19, PAFAH1B3 FP inh 14, EBNA-1 inh -1, PAFAH2 FP inh 9, LYPLA1 inh 0, PAFAH1B2 FP inh 1, ZTA counter -5, LYPLA2 inh -2 and pPAFAH inh 1.
Screening Cc1ccc(C(=O)Nc2nnc(NC(=S)Nc3ccccc3)s2)cc1 returned PREPL inhibitor 3, PAFAH1B3 FP inh -32, EBNA-1 inh 5, PAFAH2 FP inh -34, LYPLA1 inh -36, PAFAH1B2 FP inh -19, ZTA counter -1, LYPLA2 inh -35 and pPAFAH inh 10.
Screening Oc1ccc(N2CCN(C(=S)NCCc3ccccc3)CC2)cc1 returned PREPL inhibitor 16, PAFAH1B3 FP inh 7, EBNA-1 inh 6, PAFAH2 FP inh -1, LYPLA1 inh 3, PAFAH1B2 FP inh 1, ZTA counter 9, LYPLA2 inh 6 and pPAFAH inh 29*.
Screening COc1cc(C(=O)N2CCC(n3cnc4cc(F)ccc43)CC2)cc(OC)c1OC returned PREPL inhibitor 40, PAFAH1B3 FP inh 6, EBNA-1 inh -2, PAFAH2 FP inh 6, LYPLA1 inh -1, PAFAH1B2 FP inh 5, ZTA counter 4, LYPLA2 inh 3 and pPAFAH inh 4.
For C=Cc1ccc2c(c1)N(C)C(=C)S2 the results were PREPL inhibitor -2, PAFAH1B3 FP inh 10, EBNA-1 inh 3, PAFAH2 FP inh 8, LYPLA1 inh 4, PAFAH1B2 FP inh 6, ZTA counter 10, LYPLA2 inh 2 and pPAFAH inh 0.

Assay outcomes (PubChem)
